High-throughput results: PubChem BioAssay, Broad Institute
CFTR F508del cor: F508del CFTR correction, initial screen, CFBE line, single point | actives 0.36% (n = 350,000) | CFBE cells, YFP halide quenching; stimulated with forskolin plus potentiator P3; % fluorescence drop versus neutral controls | activity (quench increase), % at 7.58 µM | AID 720511, 2013;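 active = mean added fluorescence quench of at least 8% versus neutral control, with both replicates also reaching 8%; inconclusive = only one of the mean or replicate conditions met; inactive = mean below 8% and not both replicates reaching 8%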;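 note: cells transiently co-express mutant CFTR-F508del with the halide-sensitive YFP; corrector assay measuring rescue of mutant channel to the surface after 24 h compound exposure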
FN deposit inh: inhibitors of fibronectin matrix deposition, primary screen, AH1F cells, Alexa488-fibronectin fluorescence, plate reader; AH1F fibroblasts, overnight; actives 0.086% (n = 350,000); inhibition, % at 12.6 µM;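 active = mean inhibition across replicates of 30% or more, regardless of how many single replicates reach that level; inconclusive = mean under 30% yet at least half of replicates reach 30%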;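 note: positive control wells lacked labelled fibronectin entirely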
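Test system: AH1F fibroblast monolayer depositing Alexa488-labelled fibronectin into matrix. Input: 10000 cells per well. Technique: fluorescence, ex 485 nm, em 525 nm. Buffer or medium: DMEM plus 2% serum, read in PBS. Timing: 1 h cell adhesion before compound, then overnight fibronectin incubation. Compound: single dose, pinned. Read-out basis: inhibition from reduced deposited-fibronectin fluorescence.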
C2C12 statin: suppressors of statin myotoxicity in C2C12 myotubes, primary screen, cell-based, single point, plate reader; C2C12 myotubes + simvastatin, ATP luminescence, 48 h; scaled: DMSO 0, geranylgeraniol control 100; rescue of ATP level, % at 7.49 µM; actives 0.78% (n = 330,000); AID 602340, 2012;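 active = mean ATP rescue above about 67%, or every replicate alone reaching that limit, limit read from the data, passing the limit was not always enough; inconclusive = no clear call, values can overlap the other calls; inactive = mean under the limit and some replicate under it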;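 note: myotubes were challenged with 10 µM simvastatin during compound exposure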
PGC1a acetyl inh: inhibitors of PGC1a acetylation signal, primary screen, cell-based, U2OS, AlphaScreen, inhibitor mode. AlphaScreen anti-acetyl-lysine; with virally co-expressed GCN5 acetyltransferase. inhibition, % at 15.6 µM. actives 0.17% (n = 350,000). AID 651687, 2012;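 active = every replicate shows inhibition of at least 40%; inconclusive = mean inhibition at least 40% but some replicate below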;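 note: 0% = neutral control wells and 100% = positive control wells; some results beyond the cut were filed as inactive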
GSIS activator: GLuc luminescence reporter in INS-1E cells, primary screen for activators of glucose-dependent secretion of insulin | INS-1E GLuc reporter insulin secretion, 2-3 h | activation, % at 16.6 µM | actives 0.61% (n = 370,000) | AID 743287, 2014;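 active = lowest replicate activation of at least 40%, so every replicate reaches that level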;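 note: 0% = median of neutral control wells and 100% = median of IBMX positive control wells; some compounds called inactive have numbers as strong as hits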
Cneo AK release: Cryptococcus neoformans cell lysis inducers, primary screen, AK release luminescence, single concentration. C. neoformans lysis, adenylate kinase release luminescence, 4 h; normalised: neutral wells 0, clomiphene wells 100. lysis activity, % at 15 µM. actives 0.2% (n = 360,000);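 active = mean lysis activity across replicates of at least 80%, whatever share of replicates individually reach that level; inactive = mean lysis activity below 80%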
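Schedule: static 4 h at 37 °C with compound, 1 h detection; system: C. neoformans cells; benchmarks: Clomiphene as positive control; buffer or medium: fresh YPD medium; measure: luminescence rise reflecting yeast cell lysis; measured by: luminescent adenylate kinase detection reagent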
PglD inh: C. jejuni PglD acetyltransferase inhibitors, primary screen, biochemical, DTNB colorimetric, single point; UDP-N-acetylbacillosamine N-acetyltransferase PglD (Campylobacter jejuni); purified PglD enzyme, DTNB colorimetric CoA detection; inhibition, % at 12.5 µM; actives 0.098% (n = 360,000); in the data active = inhibition above about 16%, passing the limit was not always enough; inconclusive = no clear call, values can overlap the other calls; note: strong numbers were not always called active
miR-122 sensor: miR-122 Renilla sensor signal increase in Huh7, primary screen, miR-122 inhibitor project, cell-based, single point, plate reader. activation (reporter increase), % at 12.5 µM. actives 0.3% (n = 340,000). Huh7 miR-122 Renilla luciferase sensor, 48 h; neutral wells = 0, positive control = 100;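 active = mean replicate activation score at least 90 and every replicate individually at or above 90; inconclusive = only one of the two criteria met; inactive = neither criterion met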;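 note: higher luciferase means less miR-122 activity so hits act as miR-122 inhibitors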
An asterisk follows results filed as active; ? = inconclusive; nt = no result given; [ ] = remark or other dose.

SMILES	CFTR F508del cor	FN deposit inh	C2C12 statin	PGC1a acetyl inh	GSIS activator	Cneo AK release	PglD inh	miR-122 sensor
O=C(O)C1C2C=CC3(CN(Cc4ccco4)C(=O)C13)O2 (stereo not given)	2.2	9	-2	nt	6	0	-4	nt
C[C@H]1CN([C@@H](C)CO)C(=O)c2cc(N(C)C)ccc2O[C@@H]1CN(C)C(=O)Nc1ccc(C(F)(F)F)cc1	0.1	-15	-55	-4	-10	0	-1	13[16.7 µM]
C[C@H]1CN([C@@H](C)CO)C(=O)c2cccc(NC(=O)c3cnccn3)c2O[C@H]1CN(C)CC1CC1	-1.0	nt	21	-1	14	9	-3	6[16.7 µM]
Cc1noc(C)c1NC(=O)N(C)C[C@@H]1Oc2ccc(NS(=O)(=O)c3ccccc3)cc2CC(=O)N([C@H](C)CO)C[C@@H]1C	-2.4	-14	4	9	9	-11	2	9[16.7 µM]
COc1cc(C)ccc1OCCOCCOc1ccc([N+](=O)[O-])cc1	nt	-2	1	nt	0	nt	nt	4
O=C(CCN1CCN(CCO)CC1)Nc1ccc(F)c(F)c1	nt	3	nt	nt	nt	12	-2	-7
O=C(NCc1ccccc1Cl)C1CCC(=O)N(CCCN2CCCC2=O)C1 (stereo not given)	-1.0	nt	5	2	-8	0	-2	0
COc1cc(NC(=O)c2cc3sccc3n2C)cc(OC)c1	nt	3	-2	2	-20	-12	3	3
CCN(CC)CCCNC(=O)c1cc2c(=O)n(C)c3ccccc3c2n1C	2.6	0	8	-6	-3	1	11	-7
Cc1ccc(S(=O)(=O)NCC[C@H]2CC[C@H](NC(=O)c3cccnc3)[C@H](CO)O2)cc1	-2.6	-16	-3	6	1	-2	0	nt
O=[N+]([O-])c1ccccc1/C=N/N1CCN(c2ccccn2)CC1	nt	5	-3	9	nt	2	-8	-7
C[C@@H]1CCCCO[C@@H](CN(C)C(=O)Cc2ccccc2)[C@@H](C)CN([C@@H](C)CO)C(=O)c2cc(NS(=O)(=O)c3cn(C)cn3)ccc2O1	-1.6	nt	20	7	-2	0	-5	1[16.7 µM]
Cc1cc(C)c(S(=O)(=O)N2CCCC(C(=O)NCc3ccncc3)C2)c(C)c1 (stereo not given)	0.4	nt	-11	nt	0	-2	1	nt
C[C@@H]1CCCCO[C@H](CN(C)Cc2ccc(C(F)(F)F)cc2)[C@H](C)CN([C@@H](C)CO)C(=O)c2cc(NS(=O)(=O)c3ccc(F)cc3)ccc2O1	4.5	-2	nt	-10	-9	54	4	-19[16.7 µM]
CNC[C@@H]1Oc2c(NC(=O)Nc3c(C)noc3C)cccc2C(=O)N([C@H](C)CO)C[C@@H]1C	-2.7	-4	?	0	24	1	-6	2[16.7 µM]
CCn1c(=O)c(C)nn2c3ccccc3nc12	nt	nt	nt	-1	11	0	-9	-1
C=CCOc1ccc(C[C@H](N)C(=O)NC[C@H]2O[C@@H](n3cc(C)c(=O)[nH]c3=O)C[C@@H]2O)cc1	-0.6	-18	-5	1	-8	-1	4	-6
CCCNC(=O)N[C@@H]1CC[C@H](CC(=O)NC2CCC2)O[C@H]1CO	-2.7	11	-1	-7	2	nt	nt	-17[16.7 µM]
CCCC(=O)Nc1ccc2c(c1)C(=O)N(C)C[C@H](OC)[C@@H](C)CN(Cc1ccncc1)[C@H](C)CO2	0.5	-9	2	-11	6	nt	nt	7[16.7 µM]
O=C(c1ccc(-c2cccc(C(F)(F)F)c2)o1)N1CCCC(C(F)(F)F)C1 (stereo not given)	-0.3	-4	5	4	-28	-1	0	nt
CC(=O)C1=C(C)NC(=O)NC1c1ccccc1OCC(=O)NCCc1ccccc1 (stereo not given)	nt	nt	-6	-10	nt	-1	3	2
O=C(NCC1CCCO1)c1ccc(S(=O)(=O)N2CCCCC2)cc1 (stereo not given)	nt	3	17	-16	nt	2	nt	2
Fc1ccc2nc(N3CCCCC3)sc2c1	nt	nt	-3	-27	nt	1	-3	57
CN(c1cccc(NC(=O)Cc2ccccc2)c1)S(C)(=O)=O	nt	-8	-9	-2	-4	-1	-4	3
COc1ccc(NC(=O)c2ccc(OCC3CCCO3)cc2)cc1Cl (stereo not given)	-1.0	-1	-36	7	17	-3	-5	-12
O=C(NCc1ccc(Cl)cc1)C1CCN(S(=O)(=O)c2cc([N+](=O)[O-])ccc2Cl)CC1	0.5	7	nt	-20	7	1	-6	-5
OC(C#CCN1CCCC1)(c1ccccc1)c1cccnc1 (stereo not given)	-0.3	-6	0	10	nt	-1	0	1
O=C(NCC[C@H]1CC[C@@H](NS(=O)(=O)c2ccccc2)[C@@H](CO)O1)c1ccccc1F	-1.0	-6	-5	19	6	-2	2	nt
N#C/C(=C/c1ccc(O)cc1)C(=O)NCc1ccc(Cl)cc1	-1.0	-5	20	nt	4	-3	-2	1
N[C@@H](C(=O)N[C@@H]1C(=O)N2C(C(=O)O)=C(Cl)CS[C@H]12)c1ccccc1	0.4	5	5	-4	-5	-2	-5	1
O=C(Nc1ccccc1Cl)c1cc(C2CCCN(C(=O)CCCc3ccccc3)C2)on1 (stereo not given)	-3.5	9	-10	-2	-10	1	8	-2
CCCc1cn(CC[C@H]2CC[C@@H](NC(=O)C3CCOCC3)[C@@H](CO)O2)nn1	0.0	0	4	2	-1	4	2	nt
COC(=O)C1=C(N)N(c2ccc(F)cc2)C2=C(C(=O)CCC2)C1c1ccc2c(c1)OCO2 (stereo not given)	nt	nt	nt	3	nt	1	4	3
c1cnc2ccc3ncccc3c2c1	1.4	3	-8	9	58	1	2	-8
O=C(CSCc1ccccc1)N/N=C/c1ccccc1OCc1ccccc1	-6.8	nt	-10	-20	-3	6	3	26
O=C(O)c1ccc(N2CCCCC2)cc1O	-1.0	-5	-22	3	26	5	3	-2
CCSc1nnc(-c2cccnc2)n1-c1ccc(Cl)c(C)c1	-0.5	nt	111*	9	27	-3	-3	5
COc1ccc(C)cc1NC(=O)CCc1ccc(S(=O)(=O)N2CCOCC2)cc1	1.6	-6	1	2	2	3	0	-2
Cc1cc(C)nc(SCC(=O)N/N=C/c2cccc([N+](=O)[O-])c2)n1	0.0	1	nt	-10	3	1	-2	3
O=C(N[C@@H]1CC[C@@H](CCn2cc(-c3ccccc3)nn2)O[C@H]1CO)c1ccccc1F	0.3	-1	6	2	2	2	1	nt
Cc1ccc(S(=O)(=O)NCc2n[nH]c(=S)n2C)cc1	nt	-9	1	-6	nt	5	5	-2
CC(C)NC(=O)N(C)C[C@H]1OCCCC[C@@H](C)Oc2ccc(NS(=O)(=O)c3cccs3)cc2C(=O)N([C@H](C)CO)C[C@H]1C	-0.8	-3	nt	3	-11	-2	3	2[16.7 µM]
C[C@@]12CC(=O)NC1N(C(=O)c1cccc(C(F)(F)F)c1)C(c1ccccc1O)C2 (stereo not given in full)	nt	9	-12	-1	nt	2	-5	-7
O=C(C[C@H]1CC[C@@H]2[C@H](COC[C@H](O)CN2Cc2cccc(F)c2)O1)NCc1ccncc1	-3.7	-6	13	-1	5	0	2	-1[16.7 µM]
CC(C)n1c(-c2ccco2)csc1=Nc1cccnc1	nt	2	-6	-3	nt	7	7	-3
COc1ccc(NC(=O)C2Cc3c(-c4ccco4)ccnc3O2)cc1OC (stereo not given)	1.5	10	9	11	-9	-2	5	-7
C[C@H](CO)N1C[C@H](C)[C@@H](CN(C)C(=O)CC2CC2)Oc2cc(-c3ccccc3)ccc2S1(=O)=O	0.2	nt	-13	-1	-14	-6	5	34[16.7 µM]
C[C@@H]1CCCCO[C@H](CN(C)C(=O)Nc2ccc(F)cc2)[C@H](C)CN([C@H](C)CO)C(=O)c2cc(NC(=O)Nc3ccc(C(F)(F)F)cc3)ccc2O1	1.6	nt	nt	4	-18	0	-1	-5[16.7 µM]
O=C(C[C@@H]1C[C@@H]2c3cc(NC(=O)C4CCC4)ccc3O[C@@H]2[C@H](CO)O1)NCCc1ccccc1	-2.9	nt	-5	-7	14	10	2	2[16.7 µM]
c1ccc2c(c1)CN1CCCC1=N2	-0.4	3	2	17	0	-2	-2	-4
CCCN1CCN(C(=O)c2ccc(CS(=O)c3ccc(Cl)cc3)o2)CC1 (stereo not given)	0.0	10	-5	3	26	2	-1	3
O=C(c1cccc(F)c1)N1CCCCN2[C@H](CO)[C@H](c3ccc(-c4cncnc4)cc3)[C@@H]2C1	0.2	nt	16	0	7	5	-1	5[16.7 µM]
C[C@@H]1CN([C@@H](C)CO)C(=O)c2cc(-c3cccc(F)c3)cnc2O[C@H]1CN(C)C(=O)C1CCCCC1	-2.5	nt	-3	-3	-12	0	1	-8[16.7 µM]
CN(C)CC(=O)N1[C@@H]2Cn3c(ccc(-c4ccccc4)c3=O)[C@H]1[C@@H](C(=O)N1CCN(C)CC1)[C@@H]2CO	nt	nt	12	nt	8	-2	-3	nt
CC(=O)N1C[C@H]2[C@@H](c3ccccc31)[C@H](CO)N2C(=O)Nc1ccc(F)cc1	2.9	nt	-8	1	-7	-4	0	-17[16.7 µM]
COc1ccc(S(=O)(=O)c2c(O)c3ccc(C(=O)Nc4ccccc4Cl)cc3[nH]c2=O)cc1	0.9	5	41	-1	18	-2	0	-4
Cc1cccc(NC(=O)c2cc(NC(=O)c3ccco3)ccc2Cl)n1	nt	nt	-17	6	nt	-4	1	-1
CCc1csc(N2[C@H](C#N)[C@@H](c3ccc(-c4cccc(F)c4)cc3)[C@@H]2CO)n1	3.7	-4	35	13	-6	11	-2	nt
Cc1cccc(S(=O)(=O)N2C[C@H](O)COC[C@@H]3O[C@@H](CC(=O)NCCCN4CCOCC4)CC[C@H]32)c1	-4.7	-11	8	1	8	-2	-2	1[16.7 µM]
CCS(=O)(=O)NCC[C@H]1CC[C@@H](NS(=O)(=O)c2ccccc2C)[C@@H](CO)O1	0.6	-5	-2	15	5	7	2	nt
CC(C)OCC(O)CN1CCC(Cc2ccccc2)CC1 (stereo not given)	2.6	0	-7	-4	44*	3	-7	-1
Cc1ccc(C2CC2C(=O)NNC(=S)Nc2ccc(Cl)cc2)cc1 (stereo not given)	nt	5	15	6	nt	4	-6	-7
O=C(Nc1ccc(Cl)cc1)N[C@@H]1CC[C@@H](CCn2cc(Cc3ccccc3)nn2)O[C@H]1CO	-1.8	nt	19	-6	-12	-6	2	nt

Retrieved one by one from above, 2 records:
SMILES	CFTR F508del cor	FN deposit inh	C2C12 statin	PGC1a acetyl inh	GSIS activator	Cneo AK release	PglD inh	miR-122 sensor
N#C/C(=C/c1ccc(O)cc1)C(=O)NCc1ccc(Cl)cc1	-1.0	-5	20	nt	4	-3	-2	1
Cc1cccc(S(=O)(=O)N2C[C@H](O)COC[C@@H]3O[C@@H](CC(=O)NCCCN4CCOCC4)CC[C@H]32)c1	-4.7	-11	8	1	8	-2	-2	1[16.7 µM]
